Kir21 inh: inhibitors of mouse Kir2.1 inward-rectifier potassium channel; P35561; B-score at 10 µM; HEK293-Kir2.1, FluxOR thallium flux fluorescence; stronger effect = lower value; actives 0.85% (n = 310,000);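 active = fluorescence ratio B-score at or below minus 3 SD of library scores, with starting-brightness B-score within 2 SD, cut at about -4.2 in these data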;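 note: channel flux triggered by added potassium and thallium sulfate stimulus; B-score of peak minus minimum fluorescence over baseline after thallium stimulus; more negative B-score means stronger Kir2.1 block with less thallium influx; some compounds called inactive have numbers as strong as hits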
Target sequence (P35561 whole entry, looked up): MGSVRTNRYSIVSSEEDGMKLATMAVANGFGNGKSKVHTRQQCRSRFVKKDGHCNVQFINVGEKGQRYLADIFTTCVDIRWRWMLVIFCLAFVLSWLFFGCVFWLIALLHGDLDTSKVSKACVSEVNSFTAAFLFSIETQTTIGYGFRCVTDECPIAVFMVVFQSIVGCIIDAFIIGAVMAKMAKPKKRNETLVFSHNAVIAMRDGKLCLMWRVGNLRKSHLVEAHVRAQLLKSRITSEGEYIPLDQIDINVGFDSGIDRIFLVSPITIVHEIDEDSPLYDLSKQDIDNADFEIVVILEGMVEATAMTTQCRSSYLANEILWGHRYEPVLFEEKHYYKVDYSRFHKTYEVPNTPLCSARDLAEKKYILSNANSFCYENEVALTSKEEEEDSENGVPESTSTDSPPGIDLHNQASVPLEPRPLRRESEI
CHT block: inhibitors of human choline transporter CHT; B-score at 10 µM; actives 0.86% (n = 310,000); CHT-expressing cells, membrane potential dye, choline response; stronger effect = lower value;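 active = B-score over 3 SD under the library average, and starting fluorescence ratio not unusually high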;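 note: choline stimulus applied at its EC90 after an EC20 pre-addition; B-score computed on integrated fluorescence ratio after choline addition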
Target sequence (Q9GZV3 whole entry, looked up): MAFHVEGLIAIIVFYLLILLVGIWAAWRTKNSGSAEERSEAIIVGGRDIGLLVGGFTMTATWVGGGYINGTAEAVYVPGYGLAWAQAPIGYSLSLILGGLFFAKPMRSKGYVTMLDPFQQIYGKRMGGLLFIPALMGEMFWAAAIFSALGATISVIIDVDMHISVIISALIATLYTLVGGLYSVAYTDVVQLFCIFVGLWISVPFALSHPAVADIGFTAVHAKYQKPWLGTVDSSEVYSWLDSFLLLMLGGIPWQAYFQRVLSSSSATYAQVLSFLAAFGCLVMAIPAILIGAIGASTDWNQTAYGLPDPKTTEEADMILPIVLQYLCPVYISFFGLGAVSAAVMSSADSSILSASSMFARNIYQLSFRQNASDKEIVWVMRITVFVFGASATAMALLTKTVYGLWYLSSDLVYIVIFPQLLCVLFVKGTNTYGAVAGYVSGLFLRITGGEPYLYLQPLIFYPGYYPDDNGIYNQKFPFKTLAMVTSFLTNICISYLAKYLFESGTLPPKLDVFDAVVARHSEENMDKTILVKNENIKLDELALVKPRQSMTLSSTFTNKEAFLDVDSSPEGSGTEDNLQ
KCNQ2 block: KCNQ2 potassium channel inhibitors, primary screen, cell-based, CHO-K1, FluxOR thallium flux, B-score (AID 2156); O88943; 20 min; stronger effect = lower value; B-score at 10 µM; actives 1.1% (n = 310,000);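 active = fluorescence ratio B-score at most minus 3 library SDs, with starting brightness B-score within 2 library SDs, cut at about -5.5 in these data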
* marks the source's active call; other numbers are inactive results; i = inactive.

Each structure is followed by: Kir21 inh | CHT block | KCNQ2 block
- Cc1nccn1C(c1ccccc1)c1ccccc1
    0.54 | i | i
- Nc1nc2ccc(Cl)cc2c2nc(-c3ccco3)nn12
    0.95 | i | i
- O=C(c1ccc(CN2CCc3ccccc3C2)cc1)N1CCN(c2ccc(F)cc2)CC1
    -0.06 | -4.97* | i
- Cc1ccc(C)c(NC(=O)c2cccc(Oc3ccc([N+](=O)[O-])cc3Cl)c2)c1
    -0.01 | -7.15* | i
- O=C(NC1CC2CCCC(C1)N2Cc1cccs1)c1ccc([N+](=O)[O-])cc1 (stereo unspecified)
    -1.76 | i | i
- CCCN(CCC)C(=O)C[n+]1cccc(/C=N/O)c1
    -0.5 | i | i
- COc1cccc2sc(N(CCN(C)C)C(=O)c3ccc4c(c3)CCCC4)nc12
    -0.03 | -10* | i
- COc1ccc(-c2cc(=O)oc3c(O)c(O)ccc23)cc1
    0.15 | i | i
- O=C1NC(c2ccncc2)Nc2ccccc21 (stereo unspecified)
    -0.04 | i | i
- CC(Cc1cccs1)NC(=S)Nc1ccccc1 (stereo unspecified)
    -0.36 | i | i
- COc1ccc(/C(C)=N/NC(=S)Nc2cc(C)ccc2C)cc1
    0.21 | i | i
- C=CCOC(=O)C1=C(C)NC(SCC)=C(C#N)C1c1ccc(Cl)cc1 (stereo unspecified)
    0.02 | i | i
- Nc1cc(=O)[nH]c(SCCSc2ccccc2)n1
    0.33 | i | i
- O=S(=O)(c1ccccc1)c1cnc(-c2ccccc2)nc1N1CCCC1
    0.3 | i | i
- Cc1c(C#N)c(NC(=O)CCl)n(Cc2ccccc2)c1C
    1.06 | i | i
- CSc1nnc(SCC(=O)NC(=O)c2ccccc2)s1
    0.63 | i | i
- CCc1c(C)sc(NC(=S)N2CCN(C(=O)C3CCCO3)CC2)c1C(=O)OC (stereo unspecified)
    0.85 | i | i
- COc1cc(O)c(C(CC(=O)N2CCCC(C)C2)c2ccc(N(C)C)cc2)c(OC)c1 (stereo unspecified)
    -1.24 | i | i
- Nc1nnc(SCC(=O)Nc2cccc(S(N)(=O)=O)c2)s1
    0.54 | i | i
- O=C1/C(=C/c2ccc3c(c2)OCO3)Oc2cc(OCC(=O)N3CC(O)C[C@H]3C(=O)O)ccc21 (stereo partly specified)
    0.36 | i | i
- COC(=O)c1sc2nc3c(cc2c1N)C(=O)CC(C)(C)C3
    0.06 | i | i
- COc1ccc(S(=O)(=O)N2CCCCC2)cc1NC(=O)c1ccc2ccccc2n1
    1.19 | i | i
- COc1ccc(NC(=O)c2c(-c3c(Cl)cccc3Cl)noc2C)cn1
    0.14 | i | i
- Cc1nn(-c2ccccc2)c2c1cc1c(=O)n(C)c(=O)nc-1n2-c1ccccc1F
    -0.36 | i | i
- CCn1c(SCc2ccccc2)nnc1-c1ccc(S(=O)(=O)N2CCCCC2)cc1
    -0.86 | -5.95* | i
- CCn1ncc(CN2CCC(C(=O)Nc3cccc(-c4cccc(F)c4)c3)CC2)c1C
    -0.31 | i | i
- S=c1[nH]nc(-c2ccncc2)n1Cc1ccco1
    1.68 | i | i
- O=C(NCCN1CCOCC1)c1cc(-c2ccc(Cl)c(Cl)c2)on1
    -0.06 | i | i
- COc1ccc(CCNS(=O)(=O)c2ccc(S(=O)(=O)N3CCCC3)cc2)cc1OC
    -1.44 | i | i
- CC1=CC(C)(C)Nc2ccc(OS(=O)(=O)c3ccc(C)cc3)cc21
    -0.81 | i | i

Next section, overlapping the part above by 2 compounds.
Each structure is followed by: Kir21 inh | CHT block | KCNQ2 block
- COc1ccc(CCNS(=O)(=O)c2ccc(S(=O)(=O)N3CCCC3)cc2)cc1OC
    -1.44 | i | i
- CC1=CC(C)(C)Nc2ccc(OS(=O)(=O)c3ccc(C)cc3)cc21
    -0.81 | i | i
- CC(NC(=O)c1ccc([N+](=O)[O-])cc1[N+](=O)[O-])c1ccc(-c2ccccc2)cc1 (stereo unspecified)
    -0.25 | i | i
- CN(C)/C=C(\C=N\OCc1ccc(Cl)cc1Cl)C(=O)Nc1ccc(Cl)c(Cl)c1
    -0.15 | i | i
- CC(=O)N1N=C(N)SC12CCCC2
    0.57 | i | i
- O=C(Cn1cccc1C(=O)c1ccccc1)NCCN1CCCCCC1
    0.71 | i | i
- COc1ccc(NC(=O)CN(C)C(=O)CCC(=O)c2ccc(C)cc2)cc1
    -0.52 | i | i
- CCOC(=O)c1c(N)nn(C(C)=O)c1-c1ccccc1
    1.75 | i | i
- CC1CN(C2=NC(=O)/C(=C/c3ccncc3)S2)CC(C)O1 (stereo unspecified)
    0.95 | i | i
- Cc1cc(=O)oc2c(CN(C)Cc3ccccc3)c(O)ccc12
    -2.54 | i | i
- Nc1nc2cc(S(=O)(=O)NC3=NCCCCC3)ccc2s1
    0.2 | i | i
- C[n+]1ccc(/C=C/c2ccccc2O)c2ccccc21
    0.24 | i | i
- COc1ccc(-n2nc([N+](=O)[O-])c(=NC3CCN(Cc4ccccc4)CC3)n2O)cc1
    1.51 | i | i
- Cc1ccc2nc(N/N=C\c3ccc([N+](=O)[O-])o3)nc(-c3ccccc3)c2c1
    -0.12 | i | i
- CCOC(=O)C(=Cc1ccccc1OC)C(=O)OCC
    0.15 | i | i
- CCOC(=O)CN1C(=O)SC(Nc2ccc(C)cc2)C1=O (stereo unspecified)
    -2 | i | i
- Brc1ccccc1Cn1cnc2ccccc21
    -0.45 | i | i
- COc1ccc(C2CN=NC23CCc2ccccc2C3=O)cc1 (stereo unspecified)
    -1.24 | i | i
- COc1ccc(N2CCN(C(C)C(=O)N(C)Cc3ccccc3)CC2)cc1 (stereo unspecified)
    -0.41 | i | i
- Cc1ccc(CN=c2c([N+](=O)[O-])nn(-c3cccc(C)c3)n2O)cc1
    1.99 | i | -7.01*
- O=C1CCCN1CCC1CCN(C2CC(=O)N(Cc3ccc(N4CCCC4=O)cc3)C2=O)CC1 (stereo unspecified)
    1.02 | i | i
- CCN1CCN(CC#CCOc2ccccc2OC)CC1
    1.16 | i | i
- Cc1cc(SC(C)C(=O)NCC(=O)Nc2ccc(F)c(F)c2F)nc2ccccc12 (stereo unspecified)
    -0.33 | i | i
- N#Cc1c2c(c[nH]c1=O)CCN2Cc1ccccc1
    -0.36 | i | i
- Cc1c(C(=O)Nc2ccc(F)cc2)cn2c(nc3ccccc32)c1C#N
    0.04 | i | i
- COc1ccccc1NC(=O)CC(=O)c1cccc([N+](=O)[O-])c1
    1.27 | i | i
- COc1ccc(OC)c(NC(=O)COC(=O)c2ccc(S(=O)(=O)N3CCOCC3)cc2)c1
    1.6 | i | i
- O=C(NCCOc1ccccc1)C1CCC(=O)N(CCN2CCOCC2)C1 (stereo unspecified)
    -0.01 | i | i
- O=C(NN1C(=O)/C(=C/c2ccc(O)cc2)SC1=S)c1ccccc1O
    -0.96 | i | -5.96*
- CC(C)CCN1CCN(Cc2cccn2-c2cccnc2)CC1CCO (stereo unspecified)
    -0.22 | i | i
- O=C(NCCc1c[nH]c2ccccc12)N[C@@H](Cc1ccccc1)C(=O)O
    -0.04 | i | i
- Cc1ccc(C(=O)NC(=S)Nc2ccccc2C(F)(F)F)c(C)c1
    -0.13 | i | i

A draw from above in order of molar mass, low to high.
Each structure is followed by: Kir21 inh | CHT block | KCNQ2 block
- CCOC(=O)c1c(N)nn(C(C)=O)c1-c1ccccc1
    1.75 | i | i
- Brc1ccccc1Cn1cnc2ccccc21
    -0.45 | i | i
- COc1ccccc1NC(=O)CC(=O)c1cccc([N+](=O)[O-])c1
    1.27 | i | i
- COc1ccc(N2CCN(C(C)C(=O)N(C)Cc3ccccc3)CC2)cc1 (stereo unspecified)
    -0.41 | i | i

Going on with the list.
Compound	Kir21 inh	CHT block	KCNQ2 block
CCOC(=O)/C(O)=C(\C#N)c1nc2ccccc2[nH]1	-0.09	i	i
CCOC(=O)c1ccccc1NC(=S)N1CCN(C2CCCCC2)CC1	-1.06	i	i
CCOC(=O)c1sc(S(C)(=O)=O)c2c1CC(C)(C)C/C2=N/O	-4.65	i	i
Cc1ccccc1-n1ncc(C(C)NS(=O)(=O)c2sccc2C)c1C (stereo unspecified)	-0.53	i	i
COc1ccc(/C=N/NC(=O)c2ccc(NC(=O)c3cccc([N+](=O)[O-])c3)cc2)c(C(=O)O)c1OC	0.31	i	i
COC(=O)Cc1cc(OC)c(OC)cc1Cc1cc(OC)c(OC)cc1CC(=O)OC	1.83	i	i
O=C(NNC1=NCCC1)c1cccc(Br)c1	1.04	i	i
CC(C)c1[nH]c(=O)c(C#N)c2c1COC(C)(C)C2	-0.7	i	i
CSc1nc2c(c(=O)[nH]1)C(c1ccccc1)C1=C(CC(C)(C)CC1=O)N2 (stereo unspecified)	-0.02	i	i
Cc1cc(C)c(NC(=O)CCCN2CCN(C)CC2)c(C)c1	-2.02	i	i
COc1ccc2c(CC(=O)Nc3ccc(OC)c(S(=O)(=O)N4CCOCC4)c3)coc2c1	-0.1	i	i
COCCCN(C(=O)c1cc(-c2ccco2)nc2ccccc12)c1c(N)n(Cc2ccccc2)c(=O)[nH]c1=O	1.08	i	i
COc1ccc(CCNC(=O)CC(NS(=O)(=O)c2ccc(NC(C)=O)cc2)C(C)C)cc1OC (stereo unspecified)	0	i	i
CCCCNC(=O)c1onc(CSc2ccc(Cl)cc2)c1C(=O)NCCCC	1.16	i	i
COc1cccc(NC(=O)Nc2cc(C(=O)NC(C)C)ccc2N2CC3CC(C2)c2cccc(=O)n2C3)c1 (stereo unspecified)	-0.26	i	i
COc1cc(S(=O)(=O)Nc2cccc3cn[nH]c23)c(OC)cc1C	0.03	i	i
O=C(O)CC(C(=O)NCc1ccccc1)C1CCCO1 (stereo unspecified)	2.25	i	i
Cc1nc(-c2ccccc2)sc1C(=O)/C=C/c1ccc(Cl)cc1	2.35	i	i
CCOC(CNC(=O)c1cc2c(=O)n(CC)c3ccccc3c2s1)OCC	-0.04	i	i
COc1ccc(NC(=O)c2c(C)noc2-c2snnc2C)cc1	0.01	i	i
COc1ccc(OCC2CNC(=O)O2)cc1 (stereo unspecified)	-0.18	i	i
CCOc1ccc(NC(=O)CN(C)C(=O)c2cn3ccccc3n2)cc1OCC	1.09	i	i
Cc1cccc(S(=O)(=O)NCCNS(=O)(=O)c2cccc(C)c2)c1	-3.79	i	i
COc1ccc(CNC(=O)c2ccc3ccccc3n2)cc1OC	-0.22	i	i
COc1ccc2sc(NC(=O)c3ccco3)nc2c1	2.4	i	i
COc1ccc(CCNC(=O)c2ccc3c(c2)NC(=O)C(CSCc2cc(C)ccc2C)N3)cc1OC (stereo unspecified)	1.86	i	i
COc1ccccc1CCc1nnc(CCC(=O)NCCCOc2cccnc2)o1	1.48	i	i
COc1ccccc1-c1c(C)nn2c(N3CCOCC3)cc(C)nc12	-0.81	i	i
COC(=O)C(NC(=O)c1c(C)nn(C)c1Cl)c1ccccc1 (stereo unspecified)	0.74	i	i
CCOc1cc(/C=C/c2cccc[n+]2C)ccc1O	2.02	i	i
CCc1sc(NC(=O)c2cc3ccccc3oc2=O)nc1-c1cccs1	-0.09	i	i
CC1=NN(c2ccc(Cl)cc2)C(=O)C1C(c1cccc(O)c1)c1c(C)[nH]n(-c2ccc(Cl)cc2)c1=O (stereo unspecified)	-0.77	i	i
Cc1cc2c(cc1C)[n+](C)cn2CC(O)COCC1CC=CCC1 (stereo unspecified)	2.01	i	i
O=C(CCn1c(=O)oc2ccccc21)NCCCN1CCN(c2ccc(F)cc2)CC1	-0.68	i	i
COc1ccc(CN2C(=O)C(Cc3ccccc3)Nc3ncnc(N4CCN(c5ccccc5)CC4)c32)cc1 (stereo unspecified)	0.34	i	i
CCn1c(SCc2nc3ccccc3[nH]2)nnc1-c1cccs1	-1.47	i	i
C[C@H](NC(=O)OC(C)(C)C)C(=O)N/N=C/c1cccc2nccnc12	0.34	i	i
COc1ccccc1N1CCN(C(=O)C2CCN(S(=O)(=O)c3ccc(C)cc3)CC2)CC1	-2.06	i	i
O=C(CCn1c(=O)oc2ccccc21)N1CCCCCC1	-0.04	i	i
CC(Oc1cc2oc(=O)c3c(c2cc1Cl)CCC3)C(=O)NCc1ccncc1 (stereo unspecified)	-0.06	i	i
COc1cc(/C=C2\C(=N)N3N=CSC3=NC2=O)cc(Br)c1OC(=O)c1ccco1	-0.6	i	i
CC1Cc2cc(/C=C3/SC(=S)NC3=O)ccc2O1 (stereo unspecified)	-0.68	i	i
O=C1c2ccccc2NC(c2ccc(Br)s2)N1O (stereo unspecified)	-0.11	i	i
Cc1ccccc1N/C(SCc1ccc(Cl)cc1)=C(/C#N)C(N)=O	0.2	i	i
NNC(=O)CNC(c1ccccc1)c1cc(Cl)ccc1NC(=O)c1ccccc1 (stereo unspecified)	0.89	i	i
COCCNc1nnc(SCC(=O)N2CCN(S(=O)(=O)c3ccccc3)CC2)s1	1.49	i	i
COc1ccc(NC(=O)CC2CCCCC2)cc1OC	-0.39	i	i
COc1ccc(-c2noc(-c3ccc(Cl)cc3[N+](=O)[O-])n2)cc1OC	1.94	i	i
CC(=O)Nc1ccc2ccccc2c1	1.82	i	i
COc1ccccc1-c1ccc(SCc2cccc(C)c2)nn1	-2.25	i	-6.22*
Cc1nc(CSc2n[nH]c(=O)n2-c2ccccc2)cs1	-0.24	i	i

Bioassay records: PubChem BioAssay, Johns Hopkins Ion Channel Center

Not a hit list; overall some 2.6% were active at least once.
